Source: PubChem BioAssay
MazEF act – increases E. coli MazEF RNase cleavage of RNA | actives 0.32% (n = 350,000) | P0AE70 | FAM/BHQ RNA-DNA oligo cleavage fluorescence, 5 h | activation, % at 20 µM | AID 504720; in the data active = activation above about 50%
Target sequence (P0AE70 whole entry, looked up): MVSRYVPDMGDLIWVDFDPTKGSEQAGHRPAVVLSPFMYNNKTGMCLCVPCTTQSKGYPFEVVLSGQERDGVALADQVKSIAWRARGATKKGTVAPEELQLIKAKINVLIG
FBA Mtb inh – Mtb fructose-bisphosphate aldolase inhibition; purified M. tuberculosis FBA, fluorescence read-out; P9WQA3; inhibition, % at 1 µM; actives 2.3% (n = 360,000); in the data active = inhibition above about 27%;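 note: 0% = vehicle and 100% = reference inhibitor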
VHR inh abs – blocks human VHR1 dual specificity phosphatase | P51452 | recombinant VHR phosphatase, pNPP absorbance | inhibition, % at 13.3 µM | actives 0.52% (n = 290,000); in the data active = inhibition above about 50%; note: some compounds called inactive have numbers as strong as hits
Rv3671c protease – inhibitors of M. tuberculosis serine protease Rv3671c. inhibition, % at 5.96 µM. P9WHR9. actives 0.048% (n = 320,000). AID 2606; in the data active = inhibition above about 38%;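 note: extracellular domain of Rv3671c used as enzyme; 0% = enzyme with DMSO and 100% = no enzyme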
Target sequence (P9WHR9 whole entry, looked up, the tested form may be a part): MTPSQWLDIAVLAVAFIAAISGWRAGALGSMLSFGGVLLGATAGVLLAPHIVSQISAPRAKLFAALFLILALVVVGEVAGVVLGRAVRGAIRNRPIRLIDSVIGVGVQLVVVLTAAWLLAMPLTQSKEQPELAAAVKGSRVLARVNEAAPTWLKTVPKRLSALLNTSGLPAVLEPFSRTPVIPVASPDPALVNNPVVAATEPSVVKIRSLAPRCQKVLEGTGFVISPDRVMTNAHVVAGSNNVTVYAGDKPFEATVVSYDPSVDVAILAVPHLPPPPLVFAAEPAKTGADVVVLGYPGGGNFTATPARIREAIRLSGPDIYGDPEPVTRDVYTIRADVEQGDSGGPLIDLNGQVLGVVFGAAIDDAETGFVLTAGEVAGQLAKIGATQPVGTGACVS
Mtb UGM inh – inhibitors of M. tuberculosis UDP-galactopyranose mutase; actives 0.06% (n = 320,000); P9WIQ1; purified UGM, fluorescence polarization probe displacement; AID 504406; inhibition, % at 10 µM; in the data active = inhibition above about 10%, passing the limit was not always enough; inconclusive = no clear call, values can overlap the other calls
Target sequence (P9WIQ1 whole entry, looked up): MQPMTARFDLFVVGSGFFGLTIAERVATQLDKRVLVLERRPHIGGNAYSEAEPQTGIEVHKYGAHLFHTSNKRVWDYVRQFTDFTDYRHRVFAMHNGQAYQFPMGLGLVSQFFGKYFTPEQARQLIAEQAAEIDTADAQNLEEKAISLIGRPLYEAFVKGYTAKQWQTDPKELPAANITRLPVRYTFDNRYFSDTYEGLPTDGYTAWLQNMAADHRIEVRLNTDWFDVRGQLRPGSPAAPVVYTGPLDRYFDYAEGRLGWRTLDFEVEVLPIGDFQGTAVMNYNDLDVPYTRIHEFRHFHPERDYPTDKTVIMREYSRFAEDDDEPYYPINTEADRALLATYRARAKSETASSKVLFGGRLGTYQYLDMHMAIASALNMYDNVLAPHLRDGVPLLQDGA
BoNT F protease – blocks Botulinum neurotoxin F light chain protease. Multiplex microsphere protease cleavage assay, flow cytometry. inhibition, % at 10 µM. actives 0.22% (n = 360,000). AID 588497; in the data active = inhibition above about 35%, passing the limit was not always enough; inconclusive = no clear call, values can overlap the other calls; note: plate controls were buffer without enzyme for full effect and enzyme alone for no effect
BioA inh – blocks M. tuberculosis BioA enzyme activity; AID 602481; purified M. tuberculosis BioA enzyme, plate reader; inhibition, % at 9.99 µM; actives 0.096% (n = 360,000); in the data active = inhibition above about 40%; inconclusive = no clear call, values can overlap the other calls
CCHF vOTU inh – blocks the CCHF virus ovarian tumor domain protease; CCHFV vOTU protease, Pep-AMC fluorescence; inhibition, % at 11.5 µM; actives 0.55% (n = 370,000); AID 651958; note: 0% = vehicle wells with enzyme and 100% = no enzyme wells
FadD28 binding – blocks FadD28 binding to the bisubstrate probe | inhibition, % at 12.5 µM | actives 0.22% (n = 360,000) | fluorescence polarization | AID 588549; in the data active = inhibition above about 8.5%, passing the limit was not always enough; inconclusive = no clear call, values can overlap the other calls
GDH-TPI inh – inhibits GDH-TPI coupling enzymes, artifact for Mtb FBA screen | GDH-TPI coupled enzyme counterscreen, NADH absorbance | inhibition, % at 4.8 µM | actives 1.2% (n = 360,000) | AID 588335;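 note: 0% = DMSO wells and 100% = wells lacking the enzyme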
An asterisk follows results filed as active; ? = inconclusive; nt = not tested or not shown. Cut-off read from the data, not from the text of the source, unless noted: active = inhibition above about 30%; inactive = the rest. The order is random; any-hit rate near 4.9%.

Below each SMILES: MazEF act | FBA Mtb inh | VHR inh abs | Rv3671c protease | Mtb UGM inh | BoNT F protease | BioA inh | CCHF vOTU inh | FadD28 binding | GDH-TPI inh
COc1cccc(N(C(=O)c2snc(C(N)=O)c2N)C(C(=O)NCC2CCCO2)c2cccs2)c1 (configuration not stated)
→ 11 | 10 | 12 | 2 | -2.9 | 6 | 4.2 | -2 | -0.2 | 10
CC(C)c1cc2cc3ccc(=O)oc3cc2o1
→ 1 | 17 | -14 | -3 | 0.9 | -4 | 0.5 | -16 | -1.7 | 11
O=C(CCc1nnc(C2(c3ccc(Cl)cc3)CCC2)o1)N1CCCC1
→ 1 | 2 | 20 | -1 | 2.4 | 0 | -3.0 | 5 | -0.5 | 14
COc1ccc(CC(=O)Nc2cccc(C(=O)Nc3ccccc3C(=O)O)c2)cc1OC
→ -1 | -2 | 7 | 6 | 1.1 | -2 | -6.4 | 2 | -11 | -1
CCOc1nc(N(C)C)nc(-n2nnc(C(C)=O)c2C)n1
→ 10 | 0 | 18 | 3 | -1.7 | 2 | 3.6 | 4 | 1.0 | 8
CCOC(=O)C[C@H]1c2ccc(C(F)(F)F)cc2S(=O)(=O)N1c1ccccc1
→ 2 | 2 | nt | 0 | 0.2 | 2 | -0.2 | 4 | -1.0 | 10
Cc1ccc(C)c(C(=O)CC2(O)C(=O)N(C)c3ccccc32)c1 (configuration not stated)
→ -6 | -2 | 20 | 3 | -0.6 | -4 | -0.3 | 21 | -1.3 | -3
CCCn1nnnc1NC(=O)COc1ccc(Cl)c(C)c1
→ 5 | -1 | -2 | -10 | 1.5 | 0 | -0.4 | 9 | -0.9 | -7
COc1cccc(C(=O)NCCS(=O)(=O)N2CCCCCC2)c1
→ 3 | -5 | nt | 2 | 1.9 | 1 | -0.4 | 15 | -3.2 | 3
Cc1ccc(N=C2NC(=O)c3cc([N+](=O)[O-])ccc32)cc1
→ 1 | -1 | 8 | -4 | -0.6 | -5 | 0.1 | 16 | -3.9 | 7
O=C(NCc1ccc(Cl)cc1)c1cnccn1
→ -3 | 2 | -1 | -2 | 2.7 | -18 | 0.3 | 2 | 0.3 | -3
CCOC(=O)c1cccc(-n2c(C)cc(C=O)c2C)c1
→ -7 | 1 | -4 | 0 | 2.4 | 1 | nt | -11 | -1.8 | 11
Cc1ccc(NC(=O)CCc2nnc3ccc(NCc4ccco4)nn23)cc1F
→ -24 | 1 | -9 | -9 | -2.2 | -9 | 37 | 2 | -5.4 | -2
Cc1ccc(S(=O)(=O)CCC(=O)Nc2nnc(-c3ccc(F)cc3)o2)cc1
→ 0 | 1 | nt | -4 | -3.2 | -1 | -0.7 | -2 | -2.9 | -1
O=C(NCc1ccc(Cl)cc1)C1CCN(S(=O)(=O)c2cccc3nonc23)CC1
→ -10 | 0 | 2 | -2 | -2.3 | 0 | -1.2 | -3 | -3.6 | 1

Retrieved by structure from the entries so far:
Below each SMILES: MazEF act | FBA Mtb inh | VHR inh abs | Rv3671c protease | Mtb UGM inh | BoNT F protease | BioA inh | CCHF vOTU inh | FadD28 binding | GDH-TPI inh
Cc1ccc(N=C2NC(=O)c3cc([N+](=O)[O-])ccc32)cc1
→ 1 | -1 | 8 | -4 | -0.6 | -5 | 0.1 | 16 | -3.9 | 7
Cc1ccc(NC(=O)CCc2nnc3ccc(NCc4ccco4)nn23)cc1F
→ -24 | 1 | -9 | -9 | -2.2 | -9 | 37 | 2 | -5.4 | -2

(list continues)
Below each SMILES: MazEF act | FBA Mtb inh | VHR inh abs | Rv3671c protease | Mtb UGM inh | BoNT F protease | BioA inh | CCHF vOTU inh | FadD28 binding | GDH-TPI inh
Brc1ccc(OCc2nc3ccccc3[nH]2)cc1
→ 5 | -5 | 15 | -12 | 1.0 | ? | 0.7 | 6 | -6.0 | -1
CCOc1ccc(NS(=O)(=O)c2ccc(OCC(=O)N3CCCC3)cc2)cc1
→ 4 | 0 | 4 | 2 | -1.1 | -3 | -2.0 | 0 | -1.7 | 7
CCOC(=O)c1[nH]c2cc3c(cc2c1NC(=O)CN1CC(C)CC(C)C1)OCO3 (configuration not stated)
→ -18 | 10 | 21 | 1 | 2.2 | -20 | 1.9 | 3 | 1.1 | 13
O=C(COC(=O)COc1cccc(Br)c1)NCc1ccc2c(c1)OCO2
→ 4 | -3 | nt | -3 | 11* | -1 | 2.2 | 6 | -4.2 | -1
CCN1CCN(c2ccc(S(=O)(=O)N3CCOCC3)cc2NC(=O)CC(C)C)CC1
→ -1 | -1 | nt | -8 | 1.0 | -8 | 0.0 | -3 | nt | -2
CCOc1ncccc1C(=O)Nc1ccc2c(c1)OCCO2
→ 6 | -3 | nt | 0 | -2.4 | -7 | 0.9 | 6 | -2.9 | -2
O=C1CN(C(=O)CCCc2c[nH]c3ccccc23)c2ccccc2N1
→ 6 | 0 | 5 | -5 | 2.9 | 3 | 0.1 | 5 | -0.6 | -4
Cc1cc(C)cc(OCC(=O)OCC(=O)NC2CCCC2)c1
→ 2 | 0 | nt | 0 | 4.7 | nt | -0.7 | -8 | -2.2 | -5
COCCN(CCOC)Cc1cc(=O)oc2cc(C)ccc12
→ nt | -3 | nt | nt | nt | 0 | 2.7 | 4 | -3.6 | nt
CC1=C(C)CC(C(=O)N2CCN(Cc3ccccc3)CC2)C(C(=O)O)C1 (configuration not stated)
→ 8 | -3 | -15 | 6 | 1.5 | -2 | -1.0 | -7 | -1.3 | 13
COC(=O)CN(n1cnnc1)S(=O)(=O)c1ccc(C)cc1
→ 9 | 3 | 8 | 1 | -3.1 | 5 | -0.9 | -12 | -2.4 | -2
COc1ccc(Nc2ncc(C(=O)N3CCN(Cc4ccccc4)CC3)c3ccccc23)cc1
→ 1 | 2 | 9 | -2 | -1.9 | -11 | 3.6 | 5 | -1.0 | -3
COc1cccc(NC(=O)C(=O)NCCCn2ccnc2)c1
→ 5 | 1 | 0 | -4 | 0.5 | -1 | nt | -2 | 1.1 | -4
O=C(O)c1ccc2c(=O)n(Cc3ccccc3)c(SCc3ccc([N+](=O)[O-])cc3)nc2c1
→ -5 | 1 | -16 | -6 | 1.3 | -5 | 18 | -3 | -4.9 | 16
O=C(c1cc(-n2cnnc2)ccc1Cl)N1CCN(c2nc(-c3ccccc3)cs2)CC1
→ 5 | 0 | -5 | -7 | 0.7 | -9 | 3.9 | 0 | -2.7 | 8
CCn1nc(C)c(NS(=O)(=O)c2ccccc2)c1C
→ 6 | 1 | -5 | -1 | 1.2 | -18 | -1.1 | 9 | -1.3 | 5
CN(C)c1ncc(S(=O)(=O)c2ccccc2)c(-c2ccccc2Cl)n1
→ -4 | 0 | 14 | -1 | -0.5 | 7 | -2.3 | 11 | -2.8 | -2
O=S(=O)(Nc1nc2ccccc2s1)c1ccc(Br)s1
→ 2 | 2 | 10 | 3 | 4.2 | -4 | 1.2 | 13 | 0.9 | -5
NNC(=O)c1ccc2nc(-c3ccc(Br)cc3)cn2c1
→ -1 | 11 | 22 | -5 | -0.7 | -4 | nt | -26 | -11 | 2
COc1ccc([C@H]2CC(=O)C=C(c3ccc(Oc4ccccc4)cc3)C2)cc1OC
→ -6 | -3 | nt | -13 | 0.2 | 2 | 0.4 | 14 | -1.0 | 9
COc1ccc(C(=O)CSc2nccn2C)cc1
→ -8 | -1 | -1 | 0 | 0.5 | -1 | 1.7 | -4 | 0.7 | 5
COc1cc2nc(NC(=O)c3ccc(F)cc3Cl)sc(=O)c2cc1OC
→ -6 | 2 | 7 | 6 | 1.2 | -5 | -0.2 | nt | -2.6 | 12
CN(c1ccc(C(=O)NCCSCc2ccco2)cc1)S(C)(=O)=O
→ 3 | 0 | -23 | -2 | -2.2 | -5 | 4.2 | 0 | -2.3 | -1
COC(=O)CCN1CCc2cc(N=Nc3ccc([N+](=O)[O-])cc3)ccc21
→ 0 | -2 | 16 | 14 | -0.9 | -6 | -1.5 | -10 | -3.9 | -7
Cc1c(C(=O)NCCc2ccccc2)oc2ccccc12
→ 1 | 2 | 21 | -6 | 1.4 | -8 | 1.0 | 9 | -3.6 | 1
CCOC(=O)N1CCN(Cc2nc(CC3CC3)no2)CC1
→ -1 | 0 | -28 | 3 | -3.0 | -2 | nt | 8 | -2.2 | 2
CCc1ccc(NC(=O)CCNC(=O)N2C[C@H]3C[C@@H](C2)c2cccc(=O)n2C3)cc1
→ -2 | 0 | 21 | -2 | -1.1 | -1 | -0.3 | 1 | -1.2 | -4
O=C(O)c1cccc2cccc(-c3c4ccc(=O)c(O)c-4oc4c(O)c(O)ccc34)c12
→ -18 | -2 | nt | nt | nt | -16 | nt | 22 | 44* | 9
Cc1c(C(=O)N(CCO)Cc2ccccc2)oc2c(F)cccc12
→ 8 | 2 | 56* | -12 | 8.2 | ? | 0.8 | 7 | -3.9 | 3
CCOc1ccc(C(=O)Nc2ccccc2-c2ccccc2)cc1Cl
→ 1 | -1 | 14 | -5 | 1.4 | 6 | -1.5 | -10 | -3.0 | -10

Additional results
compound | MazEF act | FBA Mtb inh | VHR inh abs | Rv3671c protease | Mtb UGM inh | BoNT F protease | BioA inh | CCHF vOTU inh | FadD28 binding | GDH-TPI inh
O=C1C=C(c2cccs2)CC(c2cccs2)C1n1cnc([N+](=O)[O-])c1 (configuration not stated) | 14 | 1 | 0 | 6 | 2.9 | -3 | -1.2 | 9 | -5.9 | 24
Oc1ccc(C=NNC(=S)Nc2ccc(F)cc2)c(O)c1 | 10 | 2 | nt | nt | nt | -8 | 1.8 | 13 | -0.1 | 29
CCc1nc2c(OCc3cccc(Cl)c3)cccn2c1N(C)C(=O)c1ccncc1 | nt | 2 | nt | nt | nt | -4 | 2.8 | 26 | -5.1 | 5
COc1ccc(N=C2CCCN2CC(N)=O)cc1 | -3 | 3 | -1 | -2 | nt | -3 | -0.3 | 1 | -3.6 | 0
O=C(NCC1CCCO1)/C(=C\c1cccs1)NC(=O)c1ccccc1 (configuration not stated) | 8 | -3 | 8 | -3 | -1.8 | 1 | -1.0 | -2 | -3.0 | 1
CC(=O)c1c(C)cc(C)c(CSc2nc(C)cc(=O)[nH]2)c1C | 6 | 3 | 6 | 2 | 3.5 | -2 | -1.9 | -6 | -1.0 | 8
CCN1C(=O)[C@@H]2[C@@H](c3ccc(-c4ccc(F)cc4)cc3)N3CCCC[C@@]3(C(=O)OC)[C@@H]2C1=O | -3 | -1 | nt | -4 | -1.6 | 1 | -0.1 | 1 | -1.9 | 3
Cc1ccc2cc(S(=O)(=O)NCCC(=O)O)ccc2c1 | 11 | 0 | -4 | -15 | 2.5 | -10 | -0.4 | -5 | -1.9 | 6
O=C(Nc1ccc(NC(=O)C2CC2)nc1)c1ccncc1 | 5 | 2 | 5 | -5 | -3.4 | -3 | -1.3 | 2 | -2.6 | 2

An excerpt from above, limited to BioA inh and GDH-TPI inh:
smiles | BioA inh | GDH-TPI inh
COc1ccc(Nc2ncc(C(=O)N3CCN(Cc4ccccc4)CC3)c3ccccc23)cc1 | 3.6 | -3
COc1cccc(NC(=O)C(=O)NCCCn2ccnc2)c1 | nt | -4
O=C(O)c1ccc2c(=O)n(Cc3ccccc3)c(SCc3ccc([N+](=O)[O-])cc3)nc2c1 | 18 | 16
O=C(c1cc(-n2cnnc2)ccc1Cl)N1CCN(c2nc(-c3ccccc3)cs2)CC1 | 3.9 | 8
CCn1nc(C)c(NS(=O)(=O)c2ccccc2)c1C | -1.1 | 5
